# PglD DTNB – C. jejuni PglD acetyltransferase inhibitors, primary screen, biochemical, DTNB colorimetric, single point. inhibition, % at 12.5 µM. AID 602405, 2012. purified PglD enzyme, DTNB colorimetric CoA detection. 360,000 compounds, 0.098% hits. UDP-N-acetylbacillosamine N-acetyltransferase PglD (Campylobacter jejuni); in the data active = inhibition above about 16%, passing the limit was not always enough; also: strong numbers were not always called active
# miR122 inh – miR-122 Renilla sensor signal increase in Huh7, primary screen, miR-122 inhibitor project, cell-based, single point, plate reader; Huh7 miR-122 Renilla luciferase sensor, 48 h; neutral wells = 0, positive control = 100; activation (reporter increase), % at 12.5 µM; 340,000 compounds, 0.3% hits; AID 602342, 2012;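 active = mean replicate activation score at least 90 and every replicate individually at or above 90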;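 also: higher luciferase means less miR-122 activity so hits act as miR-122 inhibitors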
# RAD54 inh – inhibitors of human RAD54 branch migration, primary screen, biochemical, fluorescence, single point; DNA repair and recombination protein RAD54-like (Homo sapiens), Q92698; RAD54 Holliday junction branch migration, FAM/BHQ fluorescence; inhibition, % at 10.4 µM; 360,000 compounds, 0.14% hits;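 active = mean normalized replicate activity at least 40 and at least half of replicates scoring 40 or more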;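 also: 0% = median of neutral control wells and 100% = median of positive control wells; inhibitors cause a drop in the FAM fluorescence signal; in these data hits start at about 50%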
# E-sel inducer – E-selectin induction in HUVECs, primary screen, imaging, HUVEC, immunofluorescence imaging, single point. 260,000 compounds, 0.37% hits. activation, % at 7.58 µM. P16581. normalized: neutral wells 0, TNF-alpha wells 100;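 active = mean E-selectin-positive cell signal at least 10% of the positive control, reached in at least 60% of replicates, without over 20% cell loss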;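 also: in these data hits start at about 27%; measured in HUVEC primary endothelial cells; signal is the percent of cells scored E-selectin positive by PE staining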
# Target sequence (P16581 whole entry, looked up): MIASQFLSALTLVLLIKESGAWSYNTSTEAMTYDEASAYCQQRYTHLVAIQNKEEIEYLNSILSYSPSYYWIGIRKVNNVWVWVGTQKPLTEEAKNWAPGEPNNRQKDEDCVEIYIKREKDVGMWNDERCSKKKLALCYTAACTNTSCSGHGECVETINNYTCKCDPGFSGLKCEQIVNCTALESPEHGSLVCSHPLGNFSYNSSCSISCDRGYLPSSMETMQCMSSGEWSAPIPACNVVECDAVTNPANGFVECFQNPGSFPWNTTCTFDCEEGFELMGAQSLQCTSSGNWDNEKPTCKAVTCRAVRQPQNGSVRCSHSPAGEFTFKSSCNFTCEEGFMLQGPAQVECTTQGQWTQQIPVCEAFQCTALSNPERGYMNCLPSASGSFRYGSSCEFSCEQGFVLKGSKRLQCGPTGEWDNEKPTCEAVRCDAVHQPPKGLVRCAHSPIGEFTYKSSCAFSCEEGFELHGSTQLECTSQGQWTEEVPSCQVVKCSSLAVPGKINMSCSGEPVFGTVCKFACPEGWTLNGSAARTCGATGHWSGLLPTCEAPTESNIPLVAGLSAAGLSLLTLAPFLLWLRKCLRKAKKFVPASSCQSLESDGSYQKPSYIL
#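 Read-out: % PE-positive cells | Test system: HUVEC | Doses: One compound dose added by pin transfer | Buffer or medium: EGM-2 over gelatin coat | Signal: Immunofluorescence imaging | Benchmarks: TNF-alpha, DMSO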
# PGC1a acetyl inh – inhibitors of PGC1a acetylation signal, primary screen, cell-based, U2OS, AlphaScreen, inhibitor mode. AlphaScreen anti-acetyl-lysine; with virally co-expressed GCN5 acetyltransferase. inhibition, % at 15.6 µM. AID 651687, 2012. 350,000 compounds, 0.17% hits;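 active = every replicate shows inhibition of at least 40%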;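 also: 0% = neutral control wells and 100% = positive control wells; some results beyond the cut were filed as inactive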
# RAD52 inh – RAD52 DNA annealing inhibitors, primary screen, biochemical, FRET, single point, set 2 | DNA repair protein RAD52 homolog (Homo sapiens), P43351 | recombinant RAD52 DNA annealing, FRET fluorescence | inhibition, % at 18.7 µM | 360,000 compounds, 0.46% hits;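 active = every replicate showing at least 50% inhibition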
# Target sequence (P43351 whole entry, looked up): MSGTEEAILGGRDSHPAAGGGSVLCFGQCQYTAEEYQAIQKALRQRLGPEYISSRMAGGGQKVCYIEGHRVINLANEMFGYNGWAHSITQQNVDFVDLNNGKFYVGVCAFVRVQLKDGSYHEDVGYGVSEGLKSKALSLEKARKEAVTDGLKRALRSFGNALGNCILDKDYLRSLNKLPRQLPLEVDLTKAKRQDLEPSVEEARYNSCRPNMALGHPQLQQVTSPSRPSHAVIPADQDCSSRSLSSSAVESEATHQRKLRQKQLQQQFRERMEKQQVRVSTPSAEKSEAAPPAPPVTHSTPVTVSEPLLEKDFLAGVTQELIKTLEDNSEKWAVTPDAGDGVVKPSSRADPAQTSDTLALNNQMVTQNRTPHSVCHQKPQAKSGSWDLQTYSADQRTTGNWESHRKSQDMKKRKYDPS
# Cneo AK release – Cryptococcus neoformans cell lysis inducers, primary screen, AK release luminescence, single concentration; C. neoformans lysis, adenylate kinase release luminescence, 4 h; normalised: neutral wells 0, clomiphene wells 100; lysis activity, % at 15 µM; 360,000 compounds, 0.2% hits; AID 651654, 2012;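 active = mean lysis activity across replicates of at least 80%, whatever share of replicates individually reach that level; inactive = mean lysis activity below 80%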
#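 read-out = cell lysis signal | test system = log-phase Cryptococcus neoformans yeast cells | input = cells at 5 × 10^6 per mL | medium = fresh YPD growth medium | signal = luminescent adenylate kinase detection reagent | timing = 4 h at 37 °C static, read 1 h later | dosing = single dose | controls = Clomiphene as positive lysis control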
# ERAP1 HTS inh – human ERAP1 aminopeptidase inhibitors, primary screen, biochemical, single point, plate reader; Endoplasmic reticulum aminopeptidase 1 (Homo sapiens), Q9NZ08; recombinant ERAP1, Leu-AMC fluorescence, 60 min; inhibition, % at 10.7 µM; 340,000 compounds, 0.15% hits; AID 652197, 2013;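 active = mean replicate inhibition of at least 30%, or all replicates individually reaching that 30% level; inactive = mean below 30% and not every replicate reaching it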;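 also: 0% = neutral control wells and 100% = L-leucinethiol positive control wells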
# Numbers without * were called inactive; . = not tested or not shown; [ ] = another dose, or the depositor's remark.
SMILES,PglD DTNB,miR122 inh,RAD54 inh,E-sel inducer,PGC1a acetyl inh,RAD52 inh,Cneo AK release,ERAP1 HTS inh
Cc1cccc(CSc2ccc(-c3ccco3)nn2)c1,5,-2,-13,-0.3,1,-12,10,1
COc1ccc(-c2nc3c(s2)CCc2onc(-c4ccc(OC)cc4)c2-3)cc1,1,2,-2,1.2,-10,-9,0,4
O=C(NCc1ccccc1)C(c1ccccc1)N(Cc1cccs1)C(=O)c1cnccn1 (stereo not drawn),-2,23,7,.,-2,.,-2,.
Oc1ccc(N=Nc2ccccc2C(F)(F)F)c2cccnc12,-8,-16,3,0.3,19,-7,0,0
CO[C@H]1CN(C)C(=O)c2cc(NC(=O)NC3CCCCC3)ccc2OC[C@H](C)N(CC2CCOCC2)C[C@H]1C,4,.,-14,-0.2,-5,2,-2,-2
Cc1ccc(/C(O)=C2\C(=O)C(=O)N(CC(C)O)C2c2ccc(N(C)C)cc2)cc1 (stereo not drawn),-4,-8,6,.,-23,.,4,.
CON(C)C(=O)CCN(C(=O)OC(C)(C)C)c1ccccc1,0,2,5,-0.2,16,2,-1,-3
COC(=O)c1cc(=O)n(CCc2ccc(OC)c(OC)c2)c(=Nc2ccc(F)c(Cl)c2)s1,0,.,1,0.0,.,-10,5,1
O=C(COc1ccc([N+](=O)[O-])cc1)N/N=C/c1cc([N+](=O)[O-])ccc1N1CCOCC1,-2,0,5,.,.,.,2,.
COCC(=O)N1C[C@@H](C)[C@H](OC)CN(C)C(=O)c2cc(NC(=O)Nc3ccccc3)ccc2OC[C@H]1C,-1,-12[16.7 µM],2,-0.3,-8,8,4,1
O=C(Nc1ccc2c(c1)OCO2)C1CC(c2ccc(F)cc2)=NO1 (stereo not drawn),-7,3,-7,.,23,.,-1,.
CCCCN(C)C(=O)c1sc(=O)n(Cc2cc(Cl)ccc2OC)c1C,-4,.,0,.,.,-12,0,.
CCC(=O)Nc1ccc(-c2nn3c(C)nnc3s2)cc1C,0,0,-3,.,2,.,3,.
CC1CCCCN1S(=O)(=O)c1ccc2c(c1)CCN2C(=O)CCC(=O)O (stereo not drawn),7,3,-9,.,-1,.,1,.
Brc1cccc(-c2nnc3n2CCCCC3)c1,2,1,0,.,-9,.,1,.

# The final 6 compounds of the section before lead into the next:
SMILES,PglD DTNB,miR122 inh,RAD54 inh,E-sel inducer,PGC1a acetyl inh,RAD52 inh,Cneo AK release,ERAP1 HTS inh
COCC(=O)N1C[C@@H](C)[C@H](OC)CN(C)C(=O)c2cc(NC(=O)Nc3ccccc3)ccc2OC[C@H]1C,-1,-12[16.7 µM],2,-0.3,-8,8,4,1
O=C(Nc1ccc2c(c1)OCO2)C1CC(c2ccc(F)cc2)=NO1 (stereo not drawn),-7,3,-7,.,23,.,-1,.
CCCCN(C)C(=O)c1sc(=O)n(Cc2cc(Cl)ccc2OC)c1C,-4,.,0,.,.,-12,0,.
CCC(=O)Nc1ccc(-c2nn3c(C)nnc3s2)cc1C,0,0,-3,.,2,.,3,.
CC1CCCCN1S(=O)(=O)c1ccc2c(c1)CCN2C(=O)CCC(=O)O (stereo not drawn),7,3,-9,.,-1,.,1,.
Brc1cccc(-c2nnc3n2CCCCC3)c1,2,1,0,.,-9,.,1,.
CCCNC(=O)N(C)C[C@H]1Oc2cc(C#CCN(C)C)ccc2S(=O)(=O)N([C@H](C)CO)C[C@H]1C,6,10[16.7 µM],2,0.6,2,6,-2,-1
CCCc1nc(N)nc2c1C(=O)CC(C)(C)C2,8,2,1,.,0,.,-1,.
Cn1c(CN2CCCC2)nc2cc(NS(=O)(=O)c3ccc(Cl)cc3)ccc21,5,3,-5,.,-17,.,4,.
O=C(N[C@H]1CC[C@@H](CCNC(=O)C2CCCCC2)O[C@H]1CO)c1ccncc1,7,.,6,-0.2,1,-6,2,-1
CCOC(=O)c1c(C)[nH]c(C(=O)CSc2nnc(CC(C)c3ccccc3)o2)c1C (stereo not drawn),-3,-3,-10,.,-13,.,-8,.
CCOC(=O)C1(C)CCN1C(=O)COc1ccccc1 (stereo not drawn),4,-7,10,-0.4,5,-6,-1,-7
Cn1nccc1C(=O)N/N=C/c1cccnc1,-2,-6,-3,0.0,.,-9,-2,-1
O=C(Nc1ccc(Cl)cc1N1CCOCC1)C1CCCCC1,2,3,1,.,.,-6,-2,-1
Cc1ccc(-n2c(Cc3cccs3)nnc2SCC(=O)Nc2ccc(F)c(F)c2)cc1,-6,-14,8,.,6,-12,-1,-7
NC(=NCCc1c[nH]c2ccccc12)NC(=O)c1ccc(F)cc1,2,-2,-6,3.4,-13,-14,-6,-2
O=C(NCc1ccc2c(c1)OCO2)C1CC(=O)N(c2ccc(F)cc2)C1 (stereo not drawn),0,-2,0,.,-11,.,-4,.
Cc1ccc(S(=O)(=O)NN=Cc2cc(Cl)ccc2O)cc1,-4,.,2,-0.1,2,-18,-5,0
O=C(c1ccc2c(c1)OCO2)N1C[C@H]2[C@@H](c3ccccc31)[C@H](CO)N2Cc1ccccc1Cl,1,-1[16.7 µM],3,-0.5,-39,-28,3,-3
COc1ccc(C/C(=N\O)c2ccc(OC)cc2)cc1,1,1,-1,.,-5,.,1,.
Cc1ccc(C(=O)N(C)CC(=O)Nc2ccc(F)c(F)c2F)o1,11,3,-15,0.3,10,-8,5,-5
O=S(=O)(NCC1CCCO1)c1ccc2c(c1)OCCO2 (stereo not drawn),1,34,12,.,2,.,-1,.
COc1ccc(S(=O)(=O)Nc2ccc3c(c2)C(=O)N([C@@H](C)CO)C[C@H](C)[C@@H](CN(C)S(=O)(=O)c2c(C)noc2C)OCCCC[C@@H](C)O3)cc1,-8,11[16.7 µM],-4,.,-5,-12,-1,0
COc1ccc(NC(=O)Nc2ccc3c(c2)C(=O)N([C@H](C)CO)C[C@@H](C)[C@@H](CN(C)Cc2ccc(C(=O)Nc4ccccc4N)cc2)O3)cc1,-1,5[16.7 µM],8,2.1,4,-6,-3,0
C[C@H]1CN([C@@H](C)CO)C(=O)c2cc(NC(=O)Nc3ccc(C(F)(F)F)cc3)ccc2O[C@@H]1CN(C)C(=O)Nc1ccc2c(c1)OCO2,0,0[16.7 µM],-1,-0.4,-2,12,-1,0
COCCn1c(SCC(=O)NC2CCCCC2C)nnc1-c1ccncc1 (stereo not drawn),8,.,-4,0.0,.,-5,-1,3
CCOC(=O)Cc1c(C)nc(N)[nH]c1=O,-3,0,0,12,-9,-8,-3,-1
O=C(Cc1cccc(NC(=O)C2CCCN(C(=O)c3ccccc3)C2)c1)Nc1ccc(C(=O)N2CCCCC2)cc1 (stereo not drawn),0,0,6,-0.2,5,-9,-3,9
CCCc1nn2c(=O)c(C(c3ccc(C)cc3)c3c(O)nc4sc(CCC)nn4c3=O)c(O)nc2s1,-2,1,-1,.,2,.,1,.
COc1ccnc2c1c(=O)n(Cc1ccc(Cl)cc1)c(=O)n2C,3,5,-3,.,7,-16,12,1
CC(=O)N1c2ccc(S(=O)(=O)N3CCC(C(=O)Nc4ncccc4C)CC3)cc2CC1C (stereo not drawn),10,-4,6,.,-5,-19,-1,0
CCOc1ccc(NS(=O)(=O)c2ccc(C(=O)N3CCCC(C)C3)cc2)cc1 (stereo not drawn),2,.,8,-1.2,.,-9,1,0
Cn1c(SCC(=O)Nc2cc(S(=O)(=O)N3CCOCC3)ccc2N2CCOCC2)nnc1-c1ccncc1,.,-1,.,.,10,-17,.,5
CNC(=O)NC(=O)CSc1nnc(-c2ccco2)n1Cc1ccccc1,1,4,1,.,-5,.,1,.
Nc1nc(Cl)cc(N2CCC(c3cc(-c4ccc(Cl)cc4Cl)n[nH]3)CC2)n1,0,3,-3,.,-1,.,6,.
CCOC(=O)Nc1ccc2c(c1)Nc1ccccc1S2,0,-8,-7,.,3,.,1,.
Cc1ccc(CNC(=O)C(NS(=O)(=O)c2ccc3nc(C)sc3c2)C(C)C)cc1 (stereo not drawn),2,1,-3,.,1,-15,-2,.
N#Cc1ccc(OCC(=O)Nc2ccc(S(=O)(=O)N3CCOCC3)cc2)cc1,3,3,4,.,.,.,0,.
CC(=O)c1cccc(OCc2cc(C(=O)N3CCC(N4CCCCC4)CC3)no2)c1,-4,1,7,.,-4,-32,2,0
CN(/N=C/c1ccccc1Cl)c1ncc(Cl)cc1C(F)(F)F,-14,-7,9,-0.1,5,-5,1,-7
COc1cc(CC(=O)OCC(=O)Nc2ccc3c(c2)OCO3)cc(OC)c1OC,-5,-5,-3,0.2,1,-5,-2,-1
Cc1nn(C(C)c2n[nH]c(=S)n2-c2ccc(F)cc2)c(C)c1[N+](=O)[O-] (stereo not drawn),6,2,-6,.,.,.,9,.
CCCC#Cc1cnc2c(c1)C(=O)N([C@@H](C)CO)C[C@@H](C)[C@H](CN(C)S(=O)(=O)c1cn(C)cn1)O2,0,12[16.7 µM],4,-0.1,-11,3,-2,2
Cc1nc(SC(C)C(=O)NCc2ccc3c(c2)OCO3)nc(C)c1C (stereo not drawn),-2,-10,3,-0.3,2,-19,-1,4
CCN(C(=O)COC(=O)CC1CCCCC1)c1c(N)n(Cc2ccccc2)c(=O)[nH]c1=O,4,3,3,-0.3,1,-9,2,0
CCOc1ccc(-n2c(Cc3cc(=O)[nH]c(=O)[nH]3)nnc2SCC(N)=O)cc1,-1,-8,-1,.,7,.,-1,.
COc1cc(C(=O)NCCC(=O)NC2CCCCCCC2)cc(OC)c1OC,-1,.,10,.,1,.,0,.
CC(=O)Nc1ccc(NC(=O)C(C)Sc2n[nH]c(-c3ccc(C)cc3)n2)cc1 (stereo not drawn),-4,.,-6,-1.7,.,-9,-4,3
O=C(NCCCN1CCCC1=O)c1cccc(S(=O)(=O)N2CCN(c3ccccc3)CC2)c1,4,.,-4,-0.8,.,-4,1,-1
CCn1cnc2sc(C(=O)O)c(C)c2c1=O,-1,-1,-12,.,0,.,1,.
COc1ccc(CCn2c(=N)c(C(=O)NCC3CCCO3)cc3c(=O)n4cccc(C)c4nc32)cc1OC (stereo not drawn),0,-4,53*,.,-1,-12,1,2
COc1ccc(S(=O)(=O)N(CC(=O)NCCSc2ccccn2)c2ccccc2)cc1,3,1,-1,.,-4,-6,-1,-2
COc1ncnc2c1ncn2CCCN(C)CCc1ccccn1,3,-3,1,0.1,-28,-13,3,-3
C[C@@H]1CCCCO[C@H](CN(C)Cc2ccccc2)[C@@H](C)CN([C@H](C)CO)C(=O)c2cc(NC(=O)Nc3ccc4c(c3)OCO4)ccc2O1,-6,11[16.7 µM],-3,0.0,20,12,0,2
COc1ccc(S(=O)(=O)N(C)C[C@H]2Oc3ccc(NC(=O)c4ccncc4)cc3C(=O)N([C@@H](C)CO)C[C@H]2C)cc1,-4,2[16.7 µM],7,22,2,-7,2,-1
COCCN(C(=O)CCC(=O)Nc1cc(C)on1)C(C(=O)NC(C)(C)C)c1ccccc1Cl (stereo not drawn),1,4,7,0.0,-2,-5,5,2
